SNCA viab count: GF-AFC viability counterscreen for inhibitors of alpha-synuclein gene (SNCA) expression; HEK-293-SNCA-luc viability, GF-AFC fluorescence, 24 h; Potency, µM (titrated, usually from 57.1 µM), for inactives: at the top dose activity change, negative = cytotoxicity, hits mostly cytotoxic; hit rate 0.12% among 150,000; AID 1671193, 2021;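 note: 0% = DMSO-treated cells and -100% = medium-only wells without cells; nearly all actives have a fitted effect of over 30% in size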
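Cytotoxicity counterscreen: after 24 h compound treatment of genome-edited SNCA-luciferase HEK-293 cells, live-cell protease substrate GF-AFC read by fluorescence after 30 min; activity scaled between DMSO (0%) and medium-only (-100%), curves Hill-fitted.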
SNCA expr inhib: Primary qHTS assay for inhibitors of alpha-synuclein gene (SNCA) expression; HEK-293 SNCA-luciferase knock-in, luminescence, 24 h; Potency, µM (titrated, usually from 57.2 µM), inactives show at the top dose activity change, negative = inhibition, hits mostly inhibitors; hit rate 0.17% among 140,000;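 note: plate controls were DMSO cells for no effect and cell-free wells for full effect; nearly all actives have a fitted effect of over 45% in size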
The depositor's hits bear a star; ? = inconclusive; [ ] = another dose, or the depositor's remark. Calls come from the whole dose curve; as a rule, active = well fitted curve in the direction sought with a large enough effect; inconclusive = small, poorly fitted or top-dose-only effect, or another doubt; inactive = no such curve, though single readings can be large; an effect the other way counts as inactive or inconclusive. Potency is the fitted concentration of half-maximal effect. This is a subset, so the mix of outcomes need not match the whole.

SMILES | SNCA viab count | SNCA expr inhib
COc1ncc2nc(CCc3ccccc3)c(=O)n(CCC#N)c2n1 | -3% | 18%
CCNc1ncc2nc(-c3ccc(Cl)cc3)c(=O)n(CCC#N)c2n1 | ? | 23%
CC(C)NC(=O)N1CCCC2(CCN(C(=O)c3cccc(F)c3)CC2)C1 | 3% | -12%
COc1cccc(Cn2c(=O)cnc3cnc(Nc4cccc(OC)c4)nc32)c1 | ? | -8%
Cc1noc(C)c1C(=O)N1CCC2(CCCN(C(=O)Nc3cccc(F)c3)C2)CC1 | 4% | ?
COc1cccc(-c2ccc3ncnc(NCCc4c[nH]c5ccc(OC)cc45)c3c2)c1 | -20% | -19%
CN1CCN(c2ncc3nc(-c4cc(F)cc(F)c4)c(=O)n(Cc4cccs4)c3n2)CC1 | ? | 7%
CC(=O)N1CCC2(CC1)CCN(C(c1ccccc1)c1ccccc1)CC2 | -4% | -15%
c1nc(NCCN2CCOCC2)c2cc(-c3ccc4c(c3)OCO4)ccc2n1 | ? | 8%
COc1ccc(-c2nc3cnc(N4CCNCC4)nc3n(C3CC3)c2=O)cc1 | ? | 5%
COCCn1c(=O)c(-c2ccccc2)nc2cnc(N3CCNCC3)nc21 | ? | -19%
Cc1noc(C)c1-c1cncnc1Nc1ccccc1 | 0% | 11%
CC(=O)NCCNc1cc(-c2ccccc2CN(C)C)ncn1 | -16% | -14%
CC(C)CN1CCCC2(CCN(C(=O)c3cnccn3)CC2)C1 | 3% | -9%
COc1ncc2nc(CCc3ccccc3)c(=O)n(C3CC3)c2n1 | 7% | 70%[activator]
Cc1noc(C)c1-c1nc(NC2CC2)c2ccccc2n1 | -8% | 5%
COc1cccc(-c2ccc3ncnc(NCc4cccnc4)c3c2)c1 | -17% | ?
COCCn1c(=O)c(C)nc2cnc(OCc3ccccc3)nc21 | -4% | -18%
CN1CCN(c2ncc3nc(-c4ccc(F)cc4)c(=O)n(Cc4cccs4)c3n2)CC1 | ? | -9%
O=C(c1cnccn1)N1CCC2(CC1)CN(Cc1nccs1)C2 | 8% | 11%
CCNc1ncc2nc(CCc3ccccc3)c(=O)n(C3CC3)c2n1 | -3% | 101%[activator]
Cc1noc(C)c1-c1ccc2ncnc(N3CCOCC3)c2c1 | -9% | 162%[activator]
CN(C)c1ccc(-c2cc(-n3ccnc3)ncn2)cc1 | 8% | 56%[activator]
CC(=O)N1CCC2(CC1)CN(c1ccncc1)C2 | 13% | -3%
O=c1c(-c2ccccc2)nc2cncnc2n1C1CC1 | 10% | ?
COc1ccc(C(=O)N2CCC3(CC2)CN(C(=O)NC(C)C)C3)cc1 | -20% | 0%
COc1cccc(-c2ccc3ncnc(NCc4cnc(C)cn4)c3c2)c1 | 0% | -27%
Cc1nc2cnc(Oc3ccccc3)nc2n(CCc2ccccc2)c1=O | -1% | 1%
COc1cccc(Nc2ncc3nc(C)c(=O)n(CCc4ccccc4)c3n2)c1 | -1% | 41%[activator]
CN(C)C(=O)c1ccc(-c2nc(NCc3cccnc3)c3ccccc3n2)cc1 | -1% | 48%[activator]
N#Cc1cccc(-c2cncnc2NCc2ccccc2)c1 | -3% | 19%
COc1ccc(CNc2nc(-c3ccoc3)nc3ccccc23)c(OC)c1 | -1% | -11%
O=S(=O)(c1ccccc1)N1CCC2(CC1)CN(c1ccccc1)C2 | 1% | -10%
COc1ccc(C(=O)N2CCC3(CCCN(c4ccncc4)C3)CC2)cc1 | -13% | -16%
COCCNc1ncnc2ccc(-c3ccoc3)cc12 | 2% | -6%
c1nc(NC2CCNCC2)c2cc(-c3ccoc3)ccc2n1 | -5% | 5%
O=C(c1ccncc1)N1CCC2(CCCN(c3ccccc3)C2)CC1 | -1% | -5%
CN(C)C(=O)c1ccc(-c2ccc3ncnc(NCCN4CCOCC4)c3c2)cc1 | ? | 6%
CN(C)c1ncc2nc(-c3ccc(F)cc3)c(=O)n(Cc3cccs3)c2n1 | ? | -1%
Cn1cccc1C(=O)N1CCC2(CC1)CN(c1cccc(-c3ccccc3)c1)C2 | 0% | -27%

21 consecutive records already listed, quoted:
SMILES | SNCA viab count | SNCA expr inhib
COc1cccc(-c2ccc3ncnc(NCc4cccnc4)c3c2)c1 | -17% | ?
COCCn1c(=O)c(C)nc2cnc(OCc3ccccc3)nc21 | -4% | -18%
CN1CCN(c2ncc3nc(-c4ccc(F)cc4)c(=O)n(Cc4cccs4)c3n2)CC1 | ? | -9%
O=C(c1cnccn1)N1CCC2(CC1)CN(Cc1nccs1)C2 | 8% | 11%
CCNc1ncc2nc(CCc3ccccc3)c(=O)n(C3CC3)c2n1 | -3% | 101%[activator]
Cc1noc(C)c1-c1ccc2ncnc(N3CCOCC3)c2c1 | -9% | 162%[activator]
CN(C)c1ccc(-c2cc(-n3ccnc3)ncn2)cc1 | 8% | 56%[activator]
CC(=O)N1CCC2(CC1)CN(c1ccncc1)C2 | 13% | -3%
O=c1c(-c2ccccc2)nc2cncnc2n1C1CC1 | 10% | ?
COc1ccc(C(=O)N2CCC3(CC2)CN(C(=O)NC(C)C)C3)cc1 | -20% | 0%
COc1cccc(-c2ccc3ncnc(NCc4cnc(C)cn4)c3c2)c1 | 0% | -27%
Cc1nc2cnc(Oc3ccccc3)nc2n(CCc2ccccc2)c1=O | -1% | 1%
COc1cccc(Nc2ncc3nc(C)c(=O)n(CCc4ccccc4)c3n2)c1 | -1% | 41%[activator]
CN(C)C(=O)c1ccc(-c2nc(NCc3cccnc3)c3ccccc3n2)cc1 | -1% | 48%[activator]
N#Cc1cccc(-c2cncnc2NCc2ccccc2)c1 | -3% | 19%
COc1ccc(CNc2nc(-c3ccoc3)nc3ccccc23)c(OC)c1 | -1% | -11%
O=S(=O)(c1ccccc1)N1CCC2(CC1)CN(c1ccccc1)C2 | 1% | -10%
COc1ccc(C(=O)N2CCC3(CCCN(c4ccncc4)C3)CC2)cc1 | -13% | -16%
COCCNc1ncnc2ccc(-c3ccoc3)cc12 | 2% | -6%
c1nc(NC2CCNCC2)c2cc(-c3ccoc3)ccc2n1 | -5% | 5%
O=C(c1ccncc1)N1CCC2(CCCN(c3ccccc3)C2)CC1 | -1% | -5%

(continued)
SMILES | SNCA viab count | SNCA expr inhib
Cc1cccc(CNc2ccnc(-c3cccc(C#N)c3)n2)c1 | -49% | ?
COCCn1c(=O)c(-c2ccc(F)cc2)nc2cnc(Oc3ccccc3)nc21 | -4% | 15%
O=c1c(-c2ccc(Cl)cc2)nc2cncnc2n1Cc1ccccc1Cl | -18% | -7%
Fc1ccc(Nc2ccnc(-c3ccccc3C(F)(F)F)n2)cc1 | 1% | -12%
O=C(c1cnccn1)N1CCC[C@@]2(CCN(Cc3ccncc3)C2)C1 | 4% | -4%
Cc1cnc(CNc2ncnc3ccc(-c4ccccc4CN(C)C)cc23)cn1 | 8% | 16%
N#CCCn1c(=O)c(-c2ccccc2)nc2cnc(Nc3ccccc3)nc21 | -20% | -23%
Cn1c(=O)c(-c2ccc(F)cc2)nc2cnc(Oc3ccccc3)nc21 | -1% | 8%
COc1ccccc1-c1nccc(NCc2cccc(C)c2)n1 | -5% | -6%
CN(Cc1ccco1)c1nc(-c2ccc3c(c2)OCO3)nc2ccccc12 | 3% | 132%[activator]
COc1ncc2nc(-c3cn(C)c4ccccc34)c(=O)n(CCC#N)c2n1 | 11% | 36%[activator]
Cn1cc(-c2nc3cnc(N4CCNCC4)nc3n(-c3ccccc3)c2=O)c2ccccc21 | ? | 17%
CNc1cc(-c2ccccc2CN(C)C)ncn1 | 3% | -5%
CCNc1ncc2nc(-c3cn(C)c4ccccc34)c(=O)n(Cc3cccs3)c2n1 | ? | -5%
COc1cccc(-c2cncnc2N(C)Cc2ccco2)c1 | 10% | 3%
FC(F)(F)c1ccccc1-c1nc(NCc2cccnc2)c2ccccc2n1 | -22% | -8%
O=C(c1cccc(F)c1)N1CCC2(CC1)CN(C(c1ccccc1)c1ccccc1)C2 | -13% | -5%
N#CCCn1c(=O)c(-c2ccc(F)cc2)nc2cnc(N3CCOCC3)nc21 | ? | 38%[activator]
COc1ccccc1CN1CC[C@@]2(CCCN(C(=O)c3cnccn3)C2)C1 | 0% | 4%
COCCNc1nc(-c2c(C)noc2C)nc2ccccc12 | 2% | 0%
CN1CCN(c2ncc3nc(-c4cn(C)c5ccccc45)c(=O)n(-c4ccccc4)c3n2)CC1 | ? | -1%
COc1ccc(C(=O)N2CCC3(CCCN(c4ccccn4)C3)CC2)cc1 | -21% | 4%
CC(C)NC(=O)N1CCC2(CC1)CCN(S(=O)(=O)c1ccccc1)CC2 | -11% | -10%
COc1ccccc1-c1ccc2ncnc(N(C)C)c2c1 | -17% | -5%
O=c1c(-c2cc(F)cc(F)c2)nc2cncnc2n1C1CC1 | -4% | -18%
COc1cccc(Cn2c(=O)c(-c3ccc(F)cc3)nc3cnc(N4CCNCC4)nc32)c1 | ? | -3%
COc1ccc(Oc2ncc3ncc(=O)n(-c4ccc(OC)cc4)c3n2)cc1 | -10% | -11%
COc1ccccc1CN1CC[C@@]2(CCCN(C(=O)c3c(C)noc3C)C2)C1 | 10% | -3%
COCCn1c(=O)c(-c2cn(C)c3ccccc23)nc2cnc(Oc3ccc(OC)cc3)nc21 | ? | 1%
COc1ccccc1CCn1c(=O)c(C)nc2cncnc21 | -3% | -7%
COCCNc1nc(-c2ccccc2OC)nc2ccccc12 | -19% | -26%
O=C(c1ccco1)N1CCC2(CCCN(Cc3ccccc3)C2)CC1 | ? | 5%
COc1ccccc1CN1CC2(CCN(C(=O)c3cnccn3)CC2)C1 | 6% | 19%
O=C(c1csnn1)N1CCC2(CC1)CN(c1cccc(-c3ccccc3)c1)C2 | 3% | 2%
O=c1c(-c2ccc(F)cc2)nc2cncnc2n1Cc1ccccc1 | 4% | 41%[activator]
CN(C)C(=O)c1ccc(-c2cncnc2-n2ccnc2)cc1 | -7% | 8%
COc1cccc(Cn2c(=O)c(-c3cn(C)c4ccccc34)nc3cnc(OC)nc32)c1 | ? | -2%
CN1CCN(c2ncnc3ccc(-c4ccccc4C#N)cc23)CC1 | -8% | 20%
O=c1cnc2cnc(Nc3ccccc3)nc2n1Cc1ccc(F)cc1 | -30% | 11%
COc1ccc(C(=O)N2CCC3(CCCN(C(=O)Nc4cccc(F)c4)C3)CC2)cc1 | -16% | 8%
CC(C)CN1CCCC2(CCN(C(=O)c3csnn3)CC2)C1 | -1% | -21%
CCNc1ncc2nc(-c3cc(F)cc(F)c3)c(=O)n(C)c2n1 | ? | 153%[activator]
COc1cccc(Cn2c(=O)c(-c3ccc(Cl)cc3)nc3cnc(N(C)C)nc32)c1 | ? | -9%
Cn1cc(-c2nc3cnc(N4CCNCC4)nc3n(C3CC3)c2=O)c2ccccc21 | 10% | 6%
N#Cc1cccc(NC(=O)N2CCC3(CC2)CCN(C(=O)c2cccc(F)c2)CC3)c1 | 0% | 20%
COc1cccc(Nc2ncc3nc(C)c(=O)n(Cc4cccs4)c3n2)c1 | ? | 19%
COc1ccccc1CNc1cc(-c2cccc(C#N)c2)ncn1 | -19% | 10%
COc1ccccc1CNc1nc(-c2cccc(C#N)c2)nc2ccccc12 | 1% | 1%
COc1ccccc1-c1cc(NCc2cccc(C)c2)ncn1 | 1% | -13%
COc1ccc(-c2nc3cnc(N(C)C)nc3n(C[C@H]3CCCO3)c2=O)cc1 | ? | 31%[activator]

(listing goes on)
SMILES | SNCA viab count | SNCA expr inhib
c1cncc(-c2cncnc2-n2ccnc2)c1 | 2% | -8%
COc1ccc(C(=O)N2CCC[C@@]3(CCN(c4ccccn4)C3)C2)cc1 | -28% | -17%
CCNc1ncc2nc(-c3ccc(OC)cc3)c(=O)n(Cc3ccc(F)cc3)c2n1 | 15% | 5%
COCCn1c(=O)c(-c2ccc(Cl)cc2)nc2cnc(Oc3ccccc3)nc21 | -15% | -9%
CC(=O)NCCNc1ncnc2ccc(-c3ccccc3Cl)cc12 | -6% | 46%[activator]
COc1ccccc1-c1nccc(NC2CCNCC2)n1 | 4% | -1%
CN(C)C(=O)c1ccc(-c2nc(NCc3ccccc3)c3ccccc3n2)cc1 | -22% | -6%
COc1ccc2[nH]cc(CCNc3cc(-c4ccoc4)ncn3)c2c1 | 2% | -12%
CC(=O)NCCNc1nc(-c2ccccc2CN(C)C)nc2ccccc12 | 6% | -9%
CCNc1ncc2nc(-c3ccc(F)cc3)c(=O)n(CCC#N)c2n1 | ? | -2%
O=C(c1csnn1)N1CCC2(CCCN(c3ccccc3)C2)CC1 | -1% | -19%
Cc1cccc(CNc2ncnc3ccc(-c4ccc(C(=O)N(C)C)cc4)cc23)c1 | -16% | -12%
COc1ncc2nc(C)c(=O)n(C[C@H]3CCCO3)c2n1 | -6% | 37%[activator]
c1cncc(CNc2ncncc2-c2ccc3c(c2)OCO3)c1 | 3% | -20%
O=C(c1cc(C(F)(F)F)cc(C(F)(F)F)c1)N1CCC[C@@]2(CCN(Cc3ccccc3)C2)C1 | -5% | -6%
COc1cccc(Cn2c(=O)c(-c3cccs3)nc3cnc(OC)nc32)c1 | 0% | 6%
COc1cccc(Nc2ncc3nc(-c4ccccc4)c(=O)n(C)c3n2)c1 | 18% | 41%[activator]
CN(C)c1ccc(-c2ccc3ncnc(N(C)C)c3c2)cc1 | -22% | -12%
COCCNc1ncnc2ccc(-c3ccccc3C)cc12 | -12% | -9%

Compound activity as filed in PubChem BioAssay.
